# Assay outcomes (PubChem BioAssay)
# MITF primary – human MITF inhibition, primary screen; inhibition, % at 2.6 µM; 0.91% of 650,000 active; AID 1259374; O75030; AlphaScreen MITF homodimerization, bead proximity signal; in the data active = inhibition above about 50%;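 note: 0% = vehicle wells with protein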
# Target sequence (O75030 whole entry, looked up): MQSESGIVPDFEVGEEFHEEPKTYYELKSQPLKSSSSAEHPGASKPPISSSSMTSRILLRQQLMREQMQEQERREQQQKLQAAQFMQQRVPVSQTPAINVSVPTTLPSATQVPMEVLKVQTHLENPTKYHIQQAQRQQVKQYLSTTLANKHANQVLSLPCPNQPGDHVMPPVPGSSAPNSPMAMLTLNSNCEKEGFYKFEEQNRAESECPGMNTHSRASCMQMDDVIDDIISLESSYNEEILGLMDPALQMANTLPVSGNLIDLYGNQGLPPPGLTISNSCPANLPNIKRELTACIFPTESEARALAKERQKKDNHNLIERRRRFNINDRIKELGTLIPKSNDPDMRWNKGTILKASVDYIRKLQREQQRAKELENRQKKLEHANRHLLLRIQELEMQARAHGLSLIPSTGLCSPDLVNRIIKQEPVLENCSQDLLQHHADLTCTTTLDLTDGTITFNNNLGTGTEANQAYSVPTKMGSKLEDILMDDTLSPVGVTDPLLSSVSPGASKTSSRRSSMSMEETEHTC
# TEAD-YAP block – TEAD-YAP interaction inhibition. HEK-TIYL cells, TEAD-Gal4/YAP UAS-luciferase luminescence. inhibition, % at 9.12 µM. 1.4% of 640,000 active; in the data active = inhibition above about 32%;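 note: 0% = median of test compound wells and 100% = reference inhibitor wells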
# GPR151 activ – activators of human GPR151; Q8TDV0; PathHunter beta-arrestin GPR151 cells, luminescence; activation, % at 11.2 µM; 1% of 650,000 active; AID 1508602; in the data active = activation above about 4.9%;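 note: 0% = median of compound wells and 100% = cells with positive control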
# Target sequence (Q8TDV0 whole entry, looked up): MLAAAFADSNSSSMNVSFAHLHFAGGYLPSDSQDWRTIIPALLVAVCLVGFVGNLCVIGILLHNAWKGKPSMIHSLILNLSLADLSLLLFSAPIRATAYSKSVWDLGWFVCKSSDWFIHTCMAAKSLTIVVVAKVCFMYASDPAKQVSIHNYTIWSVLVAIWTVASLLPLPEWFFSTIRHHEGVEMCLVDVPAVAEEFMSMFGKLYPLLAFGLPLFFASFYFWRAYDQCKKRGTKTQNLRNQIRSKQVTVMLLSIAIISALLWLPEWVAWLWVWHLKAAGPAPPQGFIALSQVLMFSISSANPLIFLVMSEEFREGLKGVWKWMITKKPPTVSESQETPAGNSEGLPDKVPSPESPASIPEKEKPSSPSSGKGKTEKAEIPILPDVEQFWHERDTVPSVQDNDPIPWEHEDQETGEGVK
# FBW7 activator – human FBW7 E3 ligase activation, primary screen; Q969H0; AlphaScreen FBW7–phospho-cyclin E peptide binding, activator screen; normalized activity (activation), % at 26.1 µM; 0.13% of 650,000 active; AID 1259310; in the data active = normalized activity above about 1.9%;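 note: purified mutant Fbw7 with reduced substrate affinity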
# Numbers without * were called inactive; / = not tested or not shown; & = joins results of further samples; ! = not confirmed by another sample. Not all compounds are listed; the hit share may differ from the screen's.
[1] NC(=O)CN1CC(O)CC1=O (stereo unspecified)
[2] CCc1nnc(NC(=O)CN2C3CCC2CC(O)(c2nccn2C)C3)s1 (stereo unspecified)
[3] CCOC(=O)C1=C(N)OC(C)=C(C(=O)OCCOC)C12C(=O)N(C)c1ccccc12 (stereo unspecified)
[4] O/N=C1\C2CN3CCN(C2)CC1(c1ccccc1)C3
[5] O=C(Cc1ccccc1)Oc1ccccc1N1C(=O)CCC1=O
[6] COc1ccccc1-n1c(/C=C/c2ccc([N+](=O)[O-])cc2)nc2ccccc2c1=O
[7] Fc1ccc(CNCCc2ccc3c(c2)OCO3)cc1
[8] O=[N+]([O-])c1ccc([As](=O)(O)O)cc1
[9] CCCCCC(=O)N1c2ccc(C)cc2C2CN(C)CCC21 (stereo unspecified)
[10] N#Cc1c(-c2ccc(Oc3nc(Nc4cccc(Cl)c4)nc(N4CCOCC4)n3)cc2)c(C#N)c2nc3ccccc3n2c1N
Screen / compound no.	1	2	3	4	5	6	7	8	9	10
FBW7 activator	-0.2	0.1	-0.1	-0.1	-0.1	0.1	0.1	-0.1	0.3	0.1
MITF primary	-9	14	11	2	2	-15	43	-9	4	-12
GPR151 activ	2.5	-0.4	-0.8	0.4	0.1	-1.2	-1.2	-1.8	-0.8	1.0
TEAD-YAP block	2	-5	0	-5	4	16	-2	2	9	-8

[11] CN(C)CCN(Cc1ccccc1)C(=O)Cc1noc2ccccc12
[12] Clc1ccc(CCC(Cn2ccnc2)Sc2c(Cl)cccc2Cl)cc1 (stereo unspecified)
[13] CCN(CC)P1(=S)C(N(C)C)=Nc2ccc(C)cc21 (stereo unspecified)
[14] CCOC(=O)C1(c2ccccc2)CCN(CC(=O)Nc2ccc(F)cc2)CC1
[15] N#CC(C#N)=Cc1cccc(C(F)(F)F)c1
[16] O=C(C1CCC(=O)N1C1CCCC1)N1CCC2(CC1)OCCO2 (stereo unspecified)
[17] CC(=O)OC1CCNC2CCCCC21 (stereo unspecified)
[18] Fc1cccc(CN2CCN(Cc3cccc(F)c3)CC2)c1
[19] COc1ccc(-c2cc3ccc(OC(=O)N(C)C)cc3oc2=O)cc1OC
[20] COc1ccc2nc(N3CCC(C(=O)N4CCC5(CC4)OCCO5)CC3)sc2c1
Screen / compound no.	11	12	13	14	15	16	17	18	19	20
FBW7 activator	-0.2	0.2	-0.3	-0.2	0.3	-0.1	-0.2	-0.2	0.4	0.2
MITF primary	-16	24	1	9	-5	6	-2	68*	5	16
GPR151 activ	-0.2	0.7	0.3	0.7	-0.7	-2.1	-0.5	0.1	-1.3	-0.7
TEAD-YAP block	-10	/	2	4	11	6	7	-2	-26	4

[21] CC1(C)CN=C(Nc2ccc(C(F)(F)F)cc2)S1
[22] COc1ccc(C2C(C(=O)N3CCC4(CC3)OCCO4)c3ccccc3C(=O)N2C)cc1 (stereo unspecified)
[23] COc1cccc(NC2=NCCCS2)c1
[24] CC1=NCCc2c1[nH]c1cc(O)ccc21
[25] O=C(Nc1ccc(Br)cc1C(=O)c1ccccc1)c1ccccc1Br
[26] N#CC1=C(N)Oc2c(c(=O)oc3ccccc23)C1c1cc([N+](=O)[O-])ccc1Cl (stereo unspecified)
[27] O=C(c1ccco1)N1CC2CC(C1)c1cccc(=O)n1C2 (stereo unspecified)
[28] COC(=O)[C@H]1C(=O)c2ccccc2O[C@@](C(=O)OC)(c2ccccc2)[C@@H]1c1ccccc1
[29] CCOc1ccc(CN2CCN(Cc3ccccc3F)CC2)cc1
[30] CCOc1ccc(CN(CCc2ccc3c(c2)OCO3)Cc2ccc(CC)cc2)cc1
Screen / compound no.	21	22	23	24	25	26	27	28	29	30
FBW7 activator	1.3	0.0	-0.1	-0.2&-0.2&0.0	-0.1	0.1	-0.1	0.6	-0.1	-0.1
MITF primary	6	-6	10	-3&-7&25	5	-10	7	6	75*	35
GPR151 activ	1.3	4.0	3.2	5.0*!	0.4	1.0	-0.9	1.2	0.1	-0.3
TEAD-YAP block	-31	-2	2	6&7	-2	12	5	/	12	-3

[31] CNC(=O)Oc1ccc(C(=O)N2c3ccccc3NC(=O)C2C)cc1 (stereo unspecified)
[32] CC(Cc1cnccn1)NCc1c(C(=O)N2CCCCCCC2)nc2ccc(Cl)cn12 (stereo unspecified)
[33] O=c1oc2ccccc2c(O)c1C(c1ccccc1[N+](=O)[O-])c1c(O)c2ccccc2oc1=O
[34] CCN1CCN(C(=O)COc2cc(=O)n(C)c3ccccc23)CC1
[35] CCOc1ccccc1N(C(C)=O)C1=NCCCS1
[36] Cc1cc(C=C(C#N)C#N)c(C)n1C1CCCC1
[37] Cc1ccc(C)c(NC(=O)c2c(O)c3ccccc3n(CCC(C)C)c2=O)c1
[38] Cc1nc2ccccc2c(=O)n1-c1ccc2c(c1)OC(F)(F)O2
[39] Cc1cc([N+](=O)[O-])ccc1-c1ccc(/C=C2/C(=O)NC(=O)N(C)C2=O)o1
[40] COc1cc(OC)cc(C2C(C#N)=C(N)Oc3c2c(=O)oc2ccccc32)c1 (stereo unspecified)
Screen / compound no.	31	32	33	34	35	36	37	38	39	40
FBW7 activator	0.2	0.2	-0.1	-0.3	0.2	1.4	0.0	-0.1	-0.1	-0.2
MITF primary	10	8	-7	-9	10	14	10	-8	22	13
GPR151 activ	-0.5	1.3	1.6	0.7	-0.5	1.0	-0.5	0.6	1.2	0.5
TEAD-YAP block	2	8	-11	5	-1	-14	2	-6	0	7

# 2 compounds picked at random from those above, as already listed:
[38] Cc1nc2ccccc2c(=O)n1-c1ccc2c(c1)OC(F)(F)O2
[39] Cc1cc([N+](=O)[O-])ccc1-c1ccc(/C=C2/C(=O)NC(=O)N(C)C2=O)o1
Screen / compound no.	38	39
FBW7 activator	-0.1	-0.1
MITF primary	-8	22
GPR151 activ	0.6	1.2
TEAD-YAP block	-6	0

# Remaining list, next part
[41] COc1cc(OC)c(C2NCc3ccccc3-n3cccc32)cc1OC (stereo unspecified)
[42] CC1=NN(c2ccccc2)C(=O)C1/C=C1\C(=O)NC(=O)N(c2cccc(C)c2)C1=O (stereo unspecified)
[43] CCOc1ccc(N(C(C)=O)C2=NCCCS2)cc1
[44] N#CC1=C(N)Oc2c(c(=O)oc3ccccc23)C1C1CCCCC1 (stereo unspecified)
[45] O=C(Cc1ccccc1)OC1=C(c2ccccc2)C(=O)c2ccccc21
[46] COc1ccc(CCN(C)Cc2cccc([N+](=O)[O-])c2)cc1OC
[47] CCN(C(=O)C(Cl)(Cl)Cl)c1ccccc1C
[48] CC(NC(=O)CCl)c1cccs1 (stereo unspecified)
[49] O=c1oc2ccccc2c(O)c1C1c2ccccc2Oc2c1c(=O)oc1ccccc21 (stereo unspecified)
[50] O=c1c2ccccc2nc(/C=C\c2ccccc2F)n1-c1ccc(F)cc1Cl
Screen / compound no.	41	42	43	44	45	46	47	48	49	50
FBW7 activator	-0.1	-0.3	0.0	0.0	0.1	0.5	0.0	-0.1	-0.1	-0.1
MITF primary	13	7	20	-1	22	-3	0	-2	3	-5
GPR151 activ	-1.4	-0.1	0.1	0.9	-1.8	3.7	4.5	-0.3	-0.4	0.2
TEAD-YAP block	-3	11	-1	-3	11	-9	-7	12	4	-5

# Compounds listed so far with four or more nitrogen atoms, in the order listed:
[2] CCc1nnc(NC(=O)CN2C3CCC2CC(O)(c2nccn2C)C3)s1 (stereo unspecified)
[10] N#Cc1c(-c2ccc(Oc3nc(Nc4cccc(Cl)c4)nc(N4CCOCC4)n3)cc2)c(C#N)c2nc3ccccc3n2c1N
[32] CC(Cc1cnccn1)NCc1c(C(=O)N2CCCCCCC2)nc2ccc(Cl)cn12 (stereo unspecified)
[42] CC1=NN(c2ccccc2)C(=O)C1/C=C1\C(=O)NC(=O)N(c2cccc(C)c2)C1=O (stereo unspecified)
Screen / compound no.	2	10	32	42
FBW7 activator	0.1	0.1	0.2	-0.3
MITF primary	14	-12	8	7
GPR151 activ	-0.4	1.0	1.3	-0.1
TEAD-YAP block	-5	-8	8	11

# Other compounds follow.
[51] CN(C)C(=O)Oc1c(I)cc(Cl)c2cccnc12
[52] CC(C)(NO)C(=O)c1ccc(Cl)cc1
[53] O=c1oc2ccccc2c(O)c1C(c1ccccc1F)c1c(O)c2ccccc2oc1=O
[54] COc1cccc(OCC(=O)Nc2ccc([N+](=O)[O-])c(C(F)(F)F)c2)c1
[55] OCC#CC[N+]1(CC#Cc2ccccc2)CCOCC1
[56] CCOC(=O)C1=C(C)N(C)C(=O)C12C(C#N)=C(N)Oc1ccccc12 (stereo unspecified)
[57] CCOc1cc(CN2CCN(c3ccccc3)CC2)ccc1O
[58] O=C(NC(Oc1ccccc1)C(Cl)(Cl)Cl)c1ccco1 (stereo unspecified)
[59] Cc1[nH]c2ccc(OC(F)(F)F)cc2c1CCN
[60] CCOc1ccccc1CN1CCN(CC(C)(C)C)CC1CCO (stereo unspecified)
Screen / compound no.	51	52	53	54	55	56	57	58	59	60
FBW7 activator	0.0	0.2	0.0	0.0	0.6	0.0	-0.1	0.0	-0.1	-0.2
MITF primary	-8	16	12	8	18	20	34	10	-5	-3
GPR151 activ	-0.1	0.8	-0.2	-0.7	-1.3	-1.2	-0.4	0.9	-0.7	1.4
TEAD-YAP block	0	3	3	-7	9	-9	9	5	-8	0

[61] CCOc1ccc(CN2CCN(C(C)CC)CC2)cc1 (stereo unspecified)
[62] CCN(CC)C(=O)c1ccc(N2C(=O)C3C4C=CC(C4)C3C2=O)cc1 (stereo unspecified)
[63] CC1(C)C(C(=O)Nc2ccc(Cl)cn2)C1(C)C
[64] CCCCC/C=C\C/C=C\C/C=C\C/C=C\CCCC(=O)N[C@@H](C)CO
[65] COc1cc(CN2CCNCC2CCO)cc(OC)c1 (stereo unspecified)
[66] CCCCOC(=O)C1=CC(=O)CC(C)(C)O1
[67] CC[n+]1c(/C=C/C=C2\N(C)c3ccccc3C2(C)C)n(-c2ccccc2)c2ccc(Cl)cc21
[68] COc1ccc(-n2c(/C=C3\C(=O)Nc4ccccc43)nc3ccccc3c2=O)cc1
[69] CC(=O)N1CCCSC1=Nc1ccccc1
[70] CNC(=O)c1nn(Cc2ccc(S(=O)(=O)N(C)c3ccccc3)cc2)c2ccccc12
Screen / compound no.	61	62	63	64	65	66	67	68	69	70
FBW7 activator	-0.1	0.9	0.0	/	-0.1	0.1	0.4	0.3	0.4	-0.4
MITF primary	66*	13	-2	1	-8	10	-5	11	7	2
GPR151 activ	-0.3	-1.3	0.0	3.3	-1.6	-2.2	5.9*	0.6	-0.5	0.7
TEAD-YAP block	2	0	11	/	3	-1	92*	8	4	-9

[71] N#CC1=C(N)Oc2c(c(=O)oc3ccccc23)C1c1ccccc1 (stereo unspecified)
[72] O=C(C1CC(=O)N(C2CCCCC2)C1)N1CCC2(CC1)OCCO2 (stereo unspecified)
[73] C[C@H]1C[C@@H](O)[C@]2(O)[C@@]13CC(=O)OC[C@@]2(C)[C@](C)(O)C(=O)C3
[74] COc1ccc(-n2c(C(C)Oc3ccc(Cl)cc3)nc3ccccc3c2=O)cc1 (stereo unspecified)
[75] CCOC(=O)C1=C(N)OC(CC(=O)OC)=C(C(=O)OC)C12C(=O)N(C)c1ccccc12 (stereo unspecified)
[76] CC(=O)c1ccc(N2CCN(Cc3ccc(O)cc3)CC2)cc1
[77] COc1cccc(CN2CCN(Cc3ccccc3)CC2)c1OC
[78] CSc1cc(C)c2c(c1)COC1(CCN(C(=O)c3ccccc3C(=O)O)CC1)O2
[79] N#Cc1ccc(NC(=O)COC(=O)CN2C(=O)C3CCCCC3C2=O)cc1Cl (stereo unspecified)
[80] CCNc1nc(Cl)nc(NC(C)(C)C)n1
Screen / compound no.	71	72	73	74	75	76	77	78	79	80
FBW7 activator	-0.4	-0.1	0.0	0.5	-0.1	-0.3	-0.2	-0.1	0.5	0.2
MITF primary	-3	7	8	-3	-7	22	69*	-9	5	7
GPR151 activ	2.4	1.9	-1.5	0.6	1.8	0.3	-0.6	1.0	-0.2	-0.1
TEAD-YAP block	-4	-6	8	4	-4	-11	1	-1	5	-8

[81] COc1cc(/C=C/[N+](=O)[O-])c(OC)cc1C
[82] COc1ccccc1-[n+]1c(C)cc(C)cc1C
[83] O=C(c1cc(-c2cccnc2)nc2ccc(Cl)cc12)N1CCC2(CC1)OCCO2
[84] CC(C)OP(=O)(Cc1cccc(C#N)c1)OC(C)C
[85] CC1=C(C(=O)OC(C)C)C2(C(=O)Nc3ccccc32)C(C(=O)OC(C)(C)C)=C(N)O1 (stereo unspecified)
[86] Cc1cc(-n2c(/C=C/c3cccc([N+](=O)[O-])c3)nc3ccccc3c2=O)ccc1Br
[87] Cc1cc(OCC(N)=O)c2c3c(c(=O)oc2c1)CCC3
[88] Cc1ccc(-n2c(/C=C/c3ccc(Cl)cc3)nc3ccccc3c2=O)cc1
[89] CC1=[N+](C)c2c(ccc3ccccc23)C1(C)C
[90] N#CC1(c2ccccc2)CCN(C2CC(=O)N(c3ccc(Cl)cc3)C2=O)CC1 (stereo unspecified)
[91] CN(C)c1ccc2c(c1)N=C(c1cccs1)OP2(=S)N1CCCC1 (stereo unspecified)
[92] CN1CCCC(OC(=O)c2cccnc2Cl)C1 (stereo unspecified)
Screen / compound no.	81	82	83	84	85	86	87	88	89	90	91	92
FBW7 activator	-0.2	0.0	0.0	0.8	-0.1	0.1	0.1	-0.3	-0.1	0.3	0.2	-0.2
MITF primary	-17	3	1	-5	7	20	-8	-10	26	2	25	-15
GPR151 activ	0.3	0.0	-0.6	-0.1	1.0	-1.1	-0.9	1.1	1.1	-0.2	-1.4	3.3
TEAD-YAP block	25	1	-1	9	0	-10	17	7	60*	-1	4	5
